# Compound activity from PubChem BioAssay.
# L3MBTL1 block: inhibitors of human L3MBTL1; AlphaScreen L3MBTL1–H3K9me1 peptide binding; actives 0.66% (n = 230,000); Potency, µM (series often up to 57.1 µM), for inactives: at the highest dose activity, negative = inhibition, hits mostly inhibitors; Q9Y468; AID 485360; active = well fitted inhibition curve with a large enough effect; inconclusive = small, poorly fitted or top-dose-only effect; inactive = no such curve, though single readings can be large or run the other way; note: nearly all actives have a fitted effect of over 60% in size
# Target sequence (Q9Y468 whole entry, looked up): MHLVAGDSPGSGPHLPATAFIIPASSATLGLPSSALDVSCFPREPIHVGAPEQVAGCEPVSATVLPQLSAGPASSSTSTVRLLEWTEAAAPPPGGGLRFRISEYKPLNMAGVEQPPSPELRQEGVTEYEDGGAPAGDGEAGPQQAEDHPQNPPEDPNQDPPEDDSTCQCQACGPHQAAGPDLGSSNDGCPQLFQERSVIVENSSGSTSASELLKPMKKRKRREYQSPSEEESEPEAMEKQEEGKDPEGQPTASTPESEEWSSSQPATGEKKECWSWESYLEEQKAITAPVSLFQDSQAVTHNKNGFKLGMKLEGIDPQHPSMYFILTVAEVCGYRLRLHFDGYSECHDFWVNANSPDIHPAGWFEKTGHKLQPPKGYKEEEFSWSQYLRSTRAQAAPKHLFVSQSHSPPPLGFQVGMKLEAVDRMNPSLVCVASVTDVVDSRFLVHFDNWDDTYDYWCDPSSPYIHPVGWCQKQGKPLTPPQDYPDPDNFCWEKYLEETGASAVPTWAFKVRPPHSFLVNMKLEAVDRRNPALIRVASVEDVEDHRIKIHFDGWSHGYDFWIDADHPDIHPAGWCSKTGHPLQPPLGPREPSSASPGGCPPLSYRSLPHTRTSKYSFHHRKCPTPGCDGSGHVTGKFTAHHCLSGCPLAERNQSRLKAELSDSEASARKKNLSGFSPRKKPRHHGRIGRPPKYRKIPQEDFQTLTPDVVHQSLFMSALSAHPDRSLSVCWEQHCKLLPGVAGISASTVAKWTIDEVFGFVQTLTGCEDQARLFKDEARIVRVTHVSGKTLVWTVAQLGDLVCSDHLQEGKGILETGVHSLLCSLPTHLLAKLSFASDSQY
#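 Displacement of a biotinylated histone H3(1-15) peptide monomethylated at Lys9 (75 nM) from L3MBTL1 (50 nM) was measured by AlphaScreen after a 30 min room-temperature compound incubation; cefsulodin titration served as intraplate control.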
# * = called active by the depositor; ? = inconclusive; [ ] = remark or other dose. % is set by controls: 0 for no effect and ±100 for the full control effect; potency is the fitted concentration of half-maximal effect. Some of the compounds tested; the hit share may differ from the screen's.
SMILES,L3MBTL1 block
O=C(NN=Cc1c(O)ccc2ccccc12)c1ccc2c(c1)OCO2,3%
Cc1cc(C)cc(NC(=O)COC(=O)CCC2CCCC2)c1,23%
Cc1ccc(C(=O)NCC(=O)OCC(=O)Nc2ccc3[nH]c(=O)[nH]c3c2)cc1,4%
CCN(CC)c1ccc(NC(=O)CSc2nc3nc(C)cc(C)c3c(=O)[nH]2)cc1,-9%
CC(=O)C[C@H](O)CC(=O)[C@H]1OC(=O)[C@@H](C)C/C=C\Cc2ccccc21,1%
Cc1cc(C)cc(NC(=O)CSc2nc3ccccc3nc2N2CCCCC2)c1,23%
O=C(O)Cn1c(-c2ccccc2)cc2ccccc21,49%[activator]
O=C(NC1CCN(S(=O)(=O)c2ccc(F)cc2)CC1)c1cccc(F)c1,-4%

# Among those listed so far, 3 have four or more nitrogen atoms.
SMILES,L3MBTL1 block
Cc1ccc(C(=O)NCC(=O)OCC(=O)Nc2ccc3[nH]c(=O)[nH]c3c2)cc1,4%
CCN(CC)c1ccc(NC(=O)CSc2nc3nc(C)cc(C)c3c(=O)[nH]2)cc1,-9%
Cc1cc(C)cc(NC(=O)CSc2nc3ccccc3nc2N2CCCCC2)c1,23%

# Later entries.
SMILES,L3MBTL1 block
Cc1cc(=O)oc2cc(OCC(=O)N3c4ccccc4NC(=O)C3(C)C)ccc12,?
O=C(CCCN1CCOC(c2ccccc2)C1)c1ccc(F)cc1 (centres undefined),-1%
Cc1cc(NC(=O)CCN2CCC(C)CC2)ccc1Br,-1%
CC(C)c1ccc(NC(=O)C2CCCCN2S(=O)(=O)c2ccccc2)cc1 (centres undefined),5%
Cc1cc(C)c[n+](CC(=O)c2ccc(C)c([N+](=O)[O-])c2)c1,-1%
Cc1cc(C)cc(C(=O)Nn2cnnc2)c1,-3%
O=[N+]([O-])c1cc([N+](=O)[O-])c2nonc2c1Nc1ccc(O)cc1,-15%
COCCN(C(=O)COC(=O)c1ccc2[nH]c(C)c(C)c2c1)c1c(N)n(Cc2ccccc2)c(=O)[nH]c1=O,-10%
Cc1csc(NC(=O)CSc2nc(=O)n(CCN(C)C)c3c2CCCC3)n1,9%
COc1ccc(C(=O)NCCCOC(C)C)cc1OC1CCN(C(C)=O)CC1,-1%
CCN(CC(=O)Nc1ccc(OC)cc1)C(=O)c1ccc(=O)n(Cc2ccccc2)n1,3%
N#CCCN(C(=O)COC(=O)c1ccc(S(=O)(=O)N2CCCCCC2)cc1)c1ccccc1,9%
O=C(CN1CCCCCC1)Nc1ccc(Br)cc1[N+](=O)[O-],-9%
Cc1ccc(NC(=O)NC2CC(=O)N(c3ccc4c(c3)OCCO4)C2)c(C)c1 (centres undefined),2%
Cc1ccc(NC(=O)COc2cccc(C)c2C)cc1S(=O)(=O)N1CCCCCC1,9%
Cc1cc(S(=O)(=O)NC2CC(C)(C)NC(C)(C)C2)c(Cl)cc1Cl,1%[2.29 µM]
Cc1[nH]c2ccccc2c1C=NNC(=O)c1cc(-c2cccnc2)nc2ccccc12,-3%
CCC(C)(C)C1CCc2[nH]nc(C(=O)NCC3CC3)c2C1 (centres undefined),-3%
COc1cc(OC)cc(C(=O)Nc2ccc(Nc3ccccc3)cc2)c1,-23%
COc1ccc(-c2csc3ncnc(NCCCO)c23)cc1,5%
O=C(Nc1cc2c3c(c1)CC(=O)N3CCC2)c1cccc(F)c1,9%
CCCCn1c(N)c(N(CCOC)C(=O)CCCc2nc3ccccc3c(=O)[nH]2)c(=O)[nH]c1=O,3%
CS(=O)(=O)c1ccc(Cl)c(NC(=O)COC(=O)c2cccc(S(=O)(=O)N3CCCC3)c2)c1,-7%
Cc1noc(C)c1S(=O)(=O)N(C)C[C@H]1Oc2ccc(NC(=O)Cn3cnnn3)cc2C(=O)N([C@H](C)CO)C[C@@H]1C,-1%
CCC1CCCCN1C(=O)c1cc(S(=O)(=O)N2CCOCC2)ccc1C (centres undefined),0%
O=C1OC(N2C(=O)CC[C@H]2C(=O)Nc2cccc(F)c2)c2ccccc21 (some centres undefined),-3%
CC(C)N(C(=O)[C@H]1C[C@H](CC(=O)NCCCn2ccnc2)C(=O)N2CCc3c([nH]c4cc(CCC(=O)N(C)C)ccc34)[C@]12C)C(C)C,2%
CCn1cc(CN2CCN(C)C(CCO)C2)c2ccccc21 (centres undefined),6%
O=C(COC(=O)c1cc(=O)[nH]c2ccccc12)NCc1ccc(Cl)cc1,3%
Cc1ccccc1C(=O)NCC(=O)OCCCOC(=O)CNC(=O)c1ccccc1C,-10%
CC(NC(=O)COC(=O)COc1ccc(C(=O)c2ccccc2)cc1)c1ccccc1 (centres undefined),?
O=C(CCC(=O)N1CCOc2ccccc21)NCCN1CCOCC1,8%
Cc1ccc(NC(=O)COC(=O)Cn2cnc3c2c(=O)n(C)c(=O)n3C)cc1,1%
CN(CC(=O)Nc1ccccc1Cl)C(=O)c1ccccc1Sc1ccccc1C#N,33%[activator]
O=C(COC(=O)/C=C/c1cccc(Br)c1)NC1CCCCC1,0%
O=C1C(Cl)=C(N2CCCCCC2)C(=O)N1c1ccc(Br)cc1,55%[activator]
Cc1cccc(C(=O)OCC(=O)c2ccc3c(c2)NC(=O)CO3)c1,-2%
O=C(COC(=O)/C=C/c1cccc(F)c1)NC1CCCC1,-2%
CCN(c1ccccc1)S(=O)(=O)c1ccc(OC)c(NC(=O)c2ccccc2OC)c1,9%
CSCCC(NC(=O)c1ccccc1Cl)C(=O)N1CCCCCCC1 (centres undefined),-3%
CCc1cc(C(=O)Nc2cc(Cl)ccc2N2CCN(C)CC2)sc1C,4%
COc1ccc(OC(=O)COc2cc(C)ccc2C)cc1,17%
Clc1ccc(OCCNCCc2ccccc2)cc1,11%
CCN(C(=O)COC(=O)Cc1c[nH]c2ccccc12)c1c(N)n(Cc2ccccc2)c(=O)[nH]c1=O,-8%
O=C(c1cccc(-n2cccc2)c1)N1CCN(S(=O)(=O)c2ccccc2Br)CC1,-2%
COc1cc(OC)cc(C(=O)NC(C(=O)Nc2ccc3nc(C)sc3c2)C(C)C)c1 (centres undefined),-7%
CCC(=O)Nc1ccc(C(=O)CN2C(=O)NC3(CCOc4ccccc43)C2=O)cc1 (centres undefined),1%
O=C(Oc1ccc(C(=S)N2CCOCC2)cc1)c1ccccc1[N+](=O)[O-],-10%

# Part of the list above, reformatted.
mol: Cc1cc(NC(=O)CCN2CCC(C)CC2)ccc1Br
  L3MBTL1 block: -1%
mol: CC(C)c1ccc(NC(=O)C2CCCCN2S(=O)(=O)c2ccccc2)cc1 (centres undefined)
  L3MBTL1 block: 5%
mol: Cc1cc(C)c[n+](CC(=O)c2ccc(C)c([N+](=O)[O-])c2)c1
  L3MBTL1 block: -1%

# Additional entries:
SMILES,L3MBTL1 block
N#Cc1cc([N+](=O)[O-])ccc1NC(=O)CSc1n[nH]c(=O)n1C1CC1,2%
Cc1ccc(NC(=O)NC2CC(=O)N(c3ccc4c(c3)OCCO4)C2)cc1 (centres undefined),2%
O=C(CN1C(=O)C(=O)N(CCC2=CCCCC2)C1=O)Nc1ccc(F)cc1F,0%
CCOc1ccc(N(C(C)C(=O)N2CCCC2)S(C)(=O)=O)cc1 (centres undefined),-2%
O=C(Nc1ccc(OC(F)(F)F)cc1)c1cnccn1,37%[activator]
CC(OC(=O)c1ccc(Cl)cc1O)C(=O)NCCC1=CCCCC1 (centres undefined),6%
COc1ccccc1CN(C)C(=O)c1cccc(S(=O)(=O)N2CCc3ccccc3C2)c1,-5%
CCCCn1c(N)c(N(CCOC)C(=O)c2cc(CC)c(C)s2)c(=O)[nH]c1=O,-1%

# 3 entries out of the list above, ordered by the number in L3MBTL1 block, lowest first.
SMILES,L3MBTL1 block
COc1ccc(C(=O)NCCCOC(C)C)cc1OC1CCN(C(C)=O)CC1,-1%
O=C(CN1C(=O)C(=O)N(CCC2=CCCCC2)C1=O)Nc1ccc(F)cc1F,0%
Cc1ccc(NC(=O)NC2CC(=O)N(c3ccc4c(c3)OCCO4)C2)cc1 (centres undefined),2%

# Next structures.
SMILES,L3MBTL1 block
CC1CC(C)(C)CC2(C1)NC(=O)N(CC(=O)Nc1cc([N+](=O)[O-])ccc1F)C2=O (centres undefined),-9%
CC(NC(=O)CCNC(=O)c1ccc(C(C)(C)C)cc1)c1ccccc1 (centres undefined),6%
CCOc1ccc(-c2nnc(SCC(=O)N3CCNC3=O)o2)cc1,-6%
O=C(CSc1nnc(-c2ccncc2)n1-c1ccccc1)NCC1CCCO1 (centres undefined),6%
O=C(Nc1ccccc1N1CCCC1)C1CCN(C(=O)c2ccc(Cl)cc2)CC1,0%
O=C(CNC(=O)c1cccc(Cl)c1)NCCCSc1ccccc1,-2%
COc1ccc(C(=O)CCC(=O)N2CCN(c3ccccc3)CC2)cc1,6%
CCOc1ccc(S(=O)(=O)NCCC(=O)N(C)CC(=O)Nc2ccc(N3CCOCC3)cc2)cc1,4%
CCOc1cc2c(cc1OCC)CN(CC(=O)Nc1ccccc1C(=O)NC1CC1)CC2,5%
CC(C)(C)SC(=O)C[C@@H]1NS(=O)(=O)OC2CCCCC21 (some centres undefined),3%
COc1cccc(CN(C)S(=O)(=O)c2ccc3c(c2)OCCO3)c1,12%
CN(Cc1ccccc1F)C(=O)c1ccc2c(=O)n3c(nc2c1)CCC3,-3%
Cc1ccc(NC(=O)CCc2ccc(C)o2)cc1,-7%
Cc1ccccc1CC1SC(N)=NC1=O (centres undefined),-1%
Cc1ccc(C(=O)COC(=O)c2cc(C)no2)c(C)c1,0%
Cc1nc2c(C)cccn2c(=O)c1NC(=O)c1cccc2ccccc12,0%
CN1CCN(c2nc3c(c(=O)[nH]c(=O)n3C)n2Cc2cccc(Br)c2)CC1,0%
COc1ccc(NC(=O)Nc2cccc3c2O[C@H](CN(C)Cc2ccc(-c4ccccc4)cc2)[C@@H](C)CN([C@H](C)CO)C3=O)cc1,0%
O=C1N[C@@H](Cc2ccccc2)COC(=O)[C@H](Cc2ccc(F)cc2)C/C=C\C[C@@H]1CC(=O)N(CCO)Cc1ccccc1,-7%
O=C(Nc1ccccc1N1CCCC1)c1ccc(F)c(S(=O)(=O)N2CCOCC2)c1,-5%
COC(=O)N1C(=O)[C@](c2ccccc2)(C(C)C)N1C(=O)OC,1%
O=C(Nc1ccccc1Br)C1CC(=O)N(c2ccc3c(c2)OCCO3)C1 (centres undefined),10%
Cc1cc(=O)oc2cc(OC(C)C(=O)NC3(C#N)CCCCC3)ccc12 (centres undefined),-2%
CC(C)NC(=O)N(C)C[C@H]1Oc2ccc(NC(=O)Cc3ccccc3)cc2C(=O)N([C@H](C)CO)C[C@@H]1C,6%
O=C1CC(c2cc(-c3ccccc3)no2)C1,6%
COc1ccc(CC(=O)Nc2ccc(C)c(S(=O)(=O)N3CCCCCC3)c2)cc1,2%
COc1ccc(S(=O)(=O)N2CCC(C(=O)NCCOc3ccccc3F)CC2)cc1OC,4%
CC[C@H](C)[C@@H](CNC)NC[C@@H](Cc1ccc(O)cc1)NCC(C)(C)C,-2%
COc1ccc(-n2c(C)c(C(C)=O)c3cc(OC(C)=O)ccc32)cc1,1%
CC[C@]12c3[nH]c4ccc(Cl)cc4c3CCN1C(=O)[C@@H](CC(=O)NC(C)(C)C)C[C@@H]2C(=O)N1CCN(C(=O)c2ccco2)CC1,-3%
Cc1c(Cl)cccc1NC(=O)Cn1c(CCC(=O)O)ccc1-c1ccc(Cl)cc1,-1%
COc1cc(/C=C/C(=O)OCC(=O)Nc2ccc(Cl)cn2)ccc1O,-12%
CC(=O)Nc1ccc(NC(=O)CSC2=NS(=O)(=O)c3ccccc3N2)cc1,-9%
CCOC(=O)c1ccc(NC(=O)CCC(=O)NCc2ccco2)cc1,-2%
O=C(NC1CC1)c1cc(-c2ccc(Br)cc2)nc2ccccc12,7%
CCc1nc2ccccc2c(C(=O)Nc2cccc(C)c2)c1C,6%
O=C(NCCN1CCOCC1)c1ccc(Cl)c(Cl)c1,3%
CCOc1ccc(NC(=O)c2ccc(NC(=O)COC(=O)c3ccc(NC(=O)CC#N)cc3)cc2)cc1,1.6µM*
Nc1cc(Oc2ccc(Cl)cc2Cl)nc(N)n1,-6%
O=C(COC(=O)c1ccc(-n2cnnn2)cc1)Nc1cc(Cl)ccc1F,3%
CCNS(=O)(=O)c1ccc(CCC(=O)NCc2ccncc2)cc1,2%
CN(C)C(=O)c1c(NC(=O)c2ccccc2)sc2c1CCC2,2%
N#Cc1ccc(OCC(=O)NNC(=S)NC2CCCCC2)cc1,-1%
Nc1c(C(=O)Nc2ccc3c(c2)OCCO3)nnn1Cc1ccccc1,-9%
CN(CC(=O)Nc1cccc(F)c1)C(=O)CCCn1c(=O)oc2ccccc21,-2%
CCN(C(=O)COC(=O)CCCN1C(=O)c2cccc3cccc(c23)C1=O)C1CCS(=O)(=O)C1 (centres undefined),1%
CCCCn1c(N)c(N(CCC(C)C)C(=O)COC(=O)c2ccc3ccccc3c2)c(=O)[nH]c1=O,8%
Cc1ccccc1C(=O)NC1CCCCCCC1,18%
CC1CCCCN1C(=O)CSc1nnc2ccccn12 (centres undefined),4%
Cn1c2c(c(=O)n(C)c1=O)C(c1ccc(Br)cc1)C(C#N)=C(N)N2 (centres undefined),6%
COCC(=O)Nc1cc(C)cn(Cc2c(F)cccc2Cl)c1=O,-3%
COc1ccccc1C(=O)NC(=O)COC(=O)c1ccc(Cl)cc1[N+](=O)[O-],10%
NS(=O)(=O)c1ccc(NC(=O)CSc2nc3ccccc3c(=O)n2Cc2ccncc2)cc1,0%
